Compound activity: PubChem, National Center for Advancing Translational Sciences (NCATS)
Chronic BCR inh – blocks chronic active B-cell receptor signaling | Potency, µM (doses to about 46.1 µM), for inactives: top-dose ratio change, negative = lower green/red ratio, hits mostly inhibitors | ABC-DLBCL IkBa-CBG/CBR reporter, luminescence ratio, 4 h | hit rate 0.05% among 340,000; active = well fitted inhibition curve with a large enough effect in the signal ratio, with a control signal flat, not every such curve was filed as active; inconclusive = small, poorly fitted or top-dose-only effect, or effect the other way, or a change in a side signal; the % refers to the signal ratio;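 note: potency is the fitted concentration of half-maximal effect; plate controls were basal doxycycline-induced cells for no effect and cells given 10 µM MG132 for full effect; MG132 reads +100%, hits lower the ratio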
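Doxycycline induced both beetle luciferases in TMD8 lymphoma cells; IKK-driven degradation limits the IkappaBalpha-fused green signal, while red luminescence normalises for cell number and nonspecific effects. Compounds tested up to 46 uM, 4 hrs.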
Mito fusion act – blocks mitochondrial division or promotes mitochondrial fusion | AID 485298 | hit rate 0.23% among 320,000 | S. cerevisiae fusion-defective mutant growth rescue, CellTiterGlo 48 h | Potency, µM (series often up to 46.1 µM), inactives show at the highest dose growth rescue (activation), actives largely listed as activators;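 note: potency is the fitted concentration of half-maximal effect; % of control where 0% means no effect; nearly all actives have a fitted effect of over 45% in size; temperature-sensitive fusion mutants such as fzo1-1 at 37 °C on non-fermentable ethanol glycerol medium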
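Growth-rescue viability read-out: after 48 h at the non-permissive 37C in glycerol/ethanol YPEG, yeast mitochondrial fusion mutants are measured by CellTiterGlo luminescence; compounds (23 nl pinned per well) restoring growth score as division inhibitors or fusion activators.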
USP2a block – inhibitors of human ubiquitin-specific protease USP2a. O75604. USP2 core, Ub-CHOP2 coupled fluorogenic reporter, 485/531. Potency, µM (doses to about 38.3 µM), for inactives: at the highest dose activity change, negative = inhibition, actives largely listed as inhibitors. hit rate 0.01% among 330,000. AID 463254;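 note: potency is the fitted concentration of half-maximal effect; plate controls were DMSO wells for no effect and full inhibition by NEM control for full effect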
Target sequence (O75604 whole entry, looked up): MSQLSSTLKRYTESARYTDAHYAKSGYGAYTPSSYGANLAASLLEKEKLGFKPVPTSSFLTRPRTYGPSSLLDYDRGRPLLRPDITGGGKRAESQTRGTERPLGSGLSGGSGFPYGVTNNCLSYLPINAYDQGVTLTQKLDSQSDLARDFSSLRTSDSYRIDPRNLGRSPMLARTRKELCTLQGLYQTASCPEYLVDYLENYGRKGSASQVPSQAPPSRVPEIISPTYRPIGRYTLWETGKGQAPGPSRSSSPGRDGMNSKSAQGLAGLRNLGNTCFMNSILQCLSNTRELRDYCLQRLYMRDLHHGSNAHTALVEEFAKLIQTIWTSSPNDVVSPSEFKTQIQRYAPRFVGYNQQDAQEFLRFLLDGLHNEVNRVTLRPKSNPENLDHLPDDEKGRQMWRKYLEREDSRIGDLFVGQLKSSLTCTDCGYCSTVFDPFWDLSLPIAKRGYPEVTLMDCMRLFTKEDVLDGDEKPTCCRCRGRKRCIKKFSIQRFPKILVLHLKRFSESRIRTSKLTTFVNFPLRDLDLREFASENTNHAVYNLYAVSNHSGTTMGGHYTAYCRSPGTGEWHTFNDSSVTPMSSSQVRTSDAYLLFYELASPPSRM
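Cell-free coupled assay: 10nM USP2 core preincubated 30min RT with compound in Tris-HCl pH 8.0/CaCl2/CHAPS buffer, then 25nM Ub-CHOP2 and 25nM reporter substrate; fluorescence (Ex 485/Em 531) read after 60min RT, normalized to NEM inhibition, concentration-response curves fitted.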
B2AR arrestin – agonists driving beta-arrestin recruitment to human beta2-adrenergic receptor; P07550; beta-arrestin recruitment to beta2AR, cell-based reporter; Potency, µM (series often up to 46.1 µM), without a hit: top-dose activation, actives largely listed as activators; hit rate 0.02% among 330,000; AID 492947;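 note: potency is the fitted concentration of half-maximal effect; 0% = DMSO controls and full agonism = EC100 isoproterenol or metaproterenol; nearly all actives have a fitted effect of over 65% in size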
PTAP TSG101 blk – blocks PTAP/TSG101 interaction to inhibit HIV-1 budding; 340,000 tested, under 10 active; Fluorescence polarization, FITC-PTAP peptide / Tsg101 binding; Q99816; Potency, µM (top dose mostly 115 µM), for the others: at the highest dose activity change, negative = inhibition, most hits filed as inhibitors; active = well fitted inhibition curve with a large enough effect in the main read-out, with a control signal flat, not every such curve was filed as active; inconclusive = small, poorly fitted or top-dose-only effect, or effect the other way, or a change in a side signal; inactive = no such curve, though single readings can be large or run the other way; note: potency is the fitted concentration of half-maximal effect; % of control where 0% means no effect
Target sequence (Q99816 whole entry, looked up): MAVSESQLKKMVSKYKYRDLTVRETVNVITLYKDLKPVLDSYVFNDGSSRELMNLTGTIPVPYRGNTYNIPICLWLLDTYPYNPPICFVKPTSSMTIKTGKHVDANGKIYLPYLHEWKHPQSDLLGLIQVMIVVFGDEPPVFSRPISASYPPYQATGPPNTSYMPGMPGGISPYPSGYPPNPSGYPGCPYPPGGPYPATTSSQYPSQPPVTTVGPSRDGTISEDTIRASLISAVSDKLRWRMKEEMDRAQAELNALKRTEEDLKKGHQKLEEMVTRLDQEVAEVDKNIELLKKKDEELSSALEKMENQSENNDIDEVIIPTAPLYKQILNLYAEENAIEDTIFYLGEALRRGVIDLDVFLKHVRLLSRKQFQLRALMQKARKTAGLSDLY
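FP read-out: FITC-PTAP peptide, 50 nM final, binding Tsg101 binding domain, 10 uM final; 20 min, r.t.; 10 mM HEPES pH 7.5, 0.15 M NaCl, 0.01% Tween 20, 3 mM EDTA, 0.1 mM TCEP.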
Tb PFK inh – blocks T. brucei phosphofructokinase | O15648 | T. brucei PFK, ADP-Glo luminescence | Potency, µM (top dose mostly 57.5 µM), inactives show at the top dose activity, negative = inhibition, usual class: inhibitors | hit rate 0.17% among 330,000;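 note: potency is the fitted concentration of half-maximal effect; 0% = uninhibited 1x PFK enzyme wells and -100% = no-enzyme wells; nearly all actives have a fitted effect of over 60% in size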
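PFK 1.25 nM, F6P 0.5 mM, ATP 0.1 mM, 0.1 M TEA pH 8.0, 5 mM MgCl2, 0.01% Tween20, 0.1% BSA; 45 min RT. ADP-Glo readout. qHTS titration up to 57 uM; curves fitted, compounds curve-classed.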
TCR activator – T cell receptor activation. AID 504894. Potency, µM (doses to about 9.22 µM), without a hit: top-dose activation of IL-2 secretion, most hits filed as activators. 330,000 tested, under 10 active. primary human leukocytes, anti-CD3, IL-2 HTRF, 48 h; note: % of control where 0% means no effect
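HTRF read-out of IL-2 secretion: europium cryptate donor excited at 320nm, d2 acceptor emission at 665nm. Cells were primary human leukocytes incubated 48 hr with compounds and a-CD3 beads, supplying TCR signal only.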
uPA generation – cell surface uPA generation inhibition; cell surface uPA generation assay, qHTS; Potency, µM (series often up to 38.3 µM), for inactives: top-dose activity change, negative = inhibition, usual class: inhibitors; hit rate 0.31% among 330,000; active = well fitted inhibition curve with a large enough effect; inconclusive = small, poorly fitted or top-dose-only effect; inactive = no such curve, though single readings can be large or run the other way; tested in mouse RAW 264.7 cells; note: potency is the fitted concentration of half-maximal effect; % is set by controls: 0 for no effect and ±100 for the full control effect; nearly all actives have a fitted effect of over 55% in size
Eya2 phos inh – Eya2 (human) phosphatase inhibition; AID 488837; Potency, µM (doses to about 76.9 µM), without a hit: top-dose activity, negative = inhibition, usual class: inhibitors; recombinant Eya2, OMFP fluorescence dephosphorylation (OMFP is methylfluorescein phosphate); hit rate 0.006% among 330,000; note: potency is the fitted concentration of half-maximal effect; % is set by controls: 0 for no effect and ±100 for the full control effect
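Eya2 protein (added as 0.2 uM solution) was preincubated with compound for 10 min at ambient temperature in 50 mM HEPES pH 7.5, 50 mM NaCl, 5 uM MgCl2, 0.05% BSA, 1 mM DTT. OMFP (added at 50 uM) then reacted 10 min; fluorescence read at 485/525 nm.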
TSHR antagonist – human thyrotropin receptor antagonism; TSHR-expressing cells, TSH-stimulated cAMP HTRF, 2 h; stronger effect = lower value; hit rate 0.2% among 330,000; activity change, negative = inhibition, % at 11.5 µM; AID 504810; P16473;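 active = activity change below a set negative limit, meaning inhibition stronger than a set level, cut at about -70% in these data; inconclusive = activity change between two set negative limits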; note: % is set by controls: 0 for no effect and ±100 for the full control effect
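Read-out is FRET at 665 nm (cryptate excitation 337 nm) from a cryptate-tagged anti-cAMP antibody, competed by cell cAMP against cAMP-d2. Compounds are tested on freshly harvested TSHR cells challenged with 4nM TSH (EC80) for 2 hours at 37 deg C.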
ELG1 repair inh – ELG1-dependent DNA repair inhibition; HEK293T ELG1-luciferase reporter, luminescence, 16 h; DNA damage induced by 5-fluorouridine; Potency, µM (titrated, usually from 46.1 µM), for the others: at the top dose activity change, negative = inhibition, most hits filed as inhibitors; hit rate 2.3% among 330,000; AID 504467; note: potency is the fitted concentration of half-maximal effect; % is set by controls: 0 for no effect and ±100 for the full control effect; nearly all actives have a fitted effect of over 55% in size
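Step one: seed 2,000 cells per well. Step two: pin-transfer compound or DMSO alongside 5-fluorouridine. Step three: incubate 16 hr, 37 °C, 5% CO2. Step four: add ONE-Glo, wait 30 min, read luminescence.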
Active calls of the source: *; ? = inconclusive; . = not tested or not shown; [ ] = dose if it differs, or a comment. Unless noted, calls come from the whole dose curve; as a rule, active = well fitted curve in the direction sought with a large enough effect; inconclusive = small, poorly fitted or top-dose-only effect, or another doubt; inactive = no such curve, though single readings can be large; an effect the other way counts as inactive or inconclusive.

1. COc1ccc(N2C(=O)c3ccc(C(=O)Nc4ccccc4OC)cc3C2=O)cc1
2. Cc1nonc1C(=O)N/N=C/c1cc2c(cc1Br)OCO2
3. O=C(c1nc2ccccn2c1CN1CCCC(OCc2ccccc2)C1)N1CCCC1 (stereo unspecified)
4. O=[N+]([O-])c1ccc(O)c(C=Nc2cccc3ncccc23)c1
5. Cc1c(CC(=O)N2CCC(C(=O)O)CC2)c(=O)oc2cc3c(cc12)CCC1(CCCCC1)O3
6. Cc1ccc(C(=O)c2ncc[nH]2)cc1
7. O=C(NCCS(=O)(=O)NCc1ccco1)c1ccccc1
8. Cc1ccc(CC(=O)NCC(O)c2ccccc2)cc1 (stereo unspecified)

Assay by compound,1,2,3,4,5,6,7,8
Chronic BCR inh,0%,?,0%,-1%,?,-2%,3%,-19%
Mito fusion act,-2%,-8%,-3%,1%[9.22 µM],1%,-6%,-5%,1%
USP2a block,1%,9%,-4%,-1%,-2%,2%,0%,4%
B2AR arrestin,-0.7%,0.0%,0.4%,-0.2%,0.1%,-1.2%,0.0%,-0.5%
PTAP TSG101 blk,-4%,-4%,-3%,-2%,0%,-3%,-4%,-3%
Tb PFK inh,-2%,-4%,0%,-9%,2%,3%,2%,1%
TCR activator,3%,-5%,1%,4%,-2%,-1%,8%,7%
uPA generation,-6%,10%,-2%,-9%,-14%,-14%,2%,6%
Eya2 phos inh,-2%,3%,4%,3%,-24%,-14%,-17%,4%
TSHR antagonist,10,-2,13,-7,-17,0,3,-14
ELG1 repair inh,-9%,14%,6%,-28%,18%,?,0%,23%

9. CCCNC(=O)c1cccc(COc2ccccc2OC)c1
10. Cc1cc(NC(=O)CCC(=O)N(CC(=O)NC2CCCC2)c2ccc(F)cc2)no1
11. COc1ccccc1-c1cc(C(=O)N2CCN(c3ccccc3OC)CC2)no1
12. COc1ccc(-c2cc(C(=O)Nc3c(C)n(C)n(-c4ccccc4)c3=O)no2)cc1OC
13. CC(OC(=O)CCN=C1NS(=O)(=O)c2ccccc21)C(=O)Nc1ccc(F)cc1Cl (stereo unspecified)
14. CN(CCN1CCOCC1)Cc1nc(-c2ccc(Cl)cc2)no1
15. NCCNC(=O)Cc1cccc(NC(=O)Cc2ccc(Nc3ncnc4c3ncn4[C@@H]3O[C@H](CO)[C@@H](O)[C@H]3O)cc2)c1
16. CC1(C)O[C@@H]2C[C@H]3[C@@H]4C[C@H](F)C5=CC(=O)CC[C@]5(C)[C@H]4[C@@H](O)C[C@]3(C)[C@]2(C(=O)CO)O1

Assay by compound,9,10,11,12,13,14,15,16
Chronic BCR inh,?,5%,?,?,0%,-9%,?,?
Mito fusion act,1%,-2%,10%,-4%,-3%,0%,4%,2%
USP2a block,3%,3%,2%,1%,2%,1%,4%,3%
B2AR arrestin,-0.1%,0.1%,?,0.5%,-0.1%,-0.5%,0.0%,-2.4%
PTAP TSG101 blk,1%,0%,-4%,-1%,-5%,-5%,-1%,-3%
Tb PFK inh,-4%,0%,1%,0%,-4%,-3%,1%,-5%
TCR activator,6%,1%,-2%,-2%,8%,1%,4%,-7%
uPA generation,7%,0%,.,15%,-1%,0%,-16%,-10%
Eya2 phos inh,-9%,3%,-19%,-3%,2%,-1%,-18%,1%
TSHR antagonist,1,-12,15,14,-7,-8,5,8
ELG1 repair inh,?,0%,-13%,-10%,21%,?,22%,24%

17. CCc1cc2c(SCC(=O)Nc3ncc(Cl)c(C)c3Cl)ncnc2s1
18. O=C(CCCOc1ccc(Cl)cc1Cl)NCc1ccncc1
19. COc1cccc(CNC(=O)CCS(=O)(=O)c2cccc3nsnc23)c1
20. CSC(=Nc1ccccc1)C(C#N)c1nc2ccccc2[nH]1 (stereo unspecified)
21. O=C(N1CCOCC1)N1CCC(c2nc(-c3ccc(S(=O)(=O)N4CCOCC4)cc3)no2)CC1
22. CCOC(=O)c1c(C=O)c2ccccc2n1CC
23. CCNc1nc(NCC)n2c(SCC(=O)Nc3ccccc3Cl)nnc2n1
24. Cc1ccc(-c2nc(C3CCCN(S(=O)(=O)c4ccc(C(F)(F)F)cc4)C3)no2)cc1 (stereo unspecified)

Assay by compound,17,18,19,20,21,22,23,24
Chronic BCR inh,-22%,?,?,7%,?,-10%,1%,12%
Mito fusion act,13%,-1%,0%,8%,-2%,-5%,2%,3%
USP2a block,4%,2%,4%,4%,-1%,5%,-1%,2%
B2AR arrestin,1.8%,-0.1%,0.1%,-0.8%,-0.1%,-0.3%,0.9%,-0.2%
PTAP TSG101 blk,-1%,-10%,-8%,-1%,-1%,-2%,-2%,-3%
Tb PFK inh,-16%,4%,-5%,1%,1%,0%,-15%,-1%
TCR activator,-4%[46.1 µM],0%,.,1%,-4%,3%,-8%,-4%
uPA generation,4%,-1%,-1%,-4%,5%,4%,18%,-7%
Eya2 phos inh,5%,-7%,1%,-11%,4%,7%,11%,8%
TSHR antagonist,23,-17,8,13,3,-7,4,21
ELG1 repair inh,?,17%,-5%,-15%,2%,-8%,-12%,3%

25. O=C(NCCC(=O)N1CCN(S(=O)(=O)c2ccccc2Cl)CC1)Nc1ccccc1
26. Cc1cc(=O)[nH]c(SCC(=O)N2C(C)CCCC2C)n1 (stereo unspecified)
27. CN(C)C(=O)CSc1cccc2cccnc12
28. COc1ccc(S(=O)(=O)N(CCCN2CCOCC2)Cc2cccc(OC)c2OC)cc1
29. O=C(CN1C(=O)c2ccccc2S1(=O)=O)NCCC1=CCCCC1
30. CC(C)c1cccc(C(C)C)c1NC(=O)CCN1C(=O)NC2(CCCC2)C1=O
31. Cc1ccc(C(=O)Nc2cccnc2)cc1S(=O)(=O)N1CCCC1
32. COc1cc(-c2noc(C)c2C(=O)NCCc2ccccc2)cc(OC)c1OC

Assay by compound,25,26,27,28,29,30,31,32
Chronic BCR inh,-4%,-1%,?,-15%,1%,0%,8%,0%
Mito fusion act,-4%,4%,-6%,-2%,-1%,-3%,-1%,.
USP2a block,1%,3%,2%,5%,4%,4%,0%,0%
B2AR arrestin,-0.9%,-1.0%,?,-0.1%,0.3%,-0.1%,-0.1%,0.1%
PTAP TSG101 blk,-6%,0%,-9%,-3%,-2%,1%,.,.
Tb PFK inh,-5%,4%,6%,1%,3%,0%,4%,1%
TCR activator,-6%,1%,-5%,-2%,-3%,1%,-4%,4%
uPA generation,3%,-6%,-15%,-4%,11%,4%,16%,21%
Eya2 phos inh,22%,3%,11%,9%,3%,17%,-2%,-6%
TSHR antagonist,-2,-5,4,-49,25,-4,6,6
ELG1 repair inh,-28%,-9%,?,.,16%,3%,1%,-2%
